Screening data: PubChem BioAssay, National Center for Advancing Translational Sciences (NCATS)
BRCA1 expr act: qHTS Assay to Identify Small Molecule Activators of BRCA1 Expression | MCF7-BRCA1-FFLuc reporter, luminescence, 48 h; response scale: scaled: vehicle 0%, 10 µM genistein 100% | Potency, µM (titrated, usually from 46.1 µM), without a hit: top-dose activation, actives largely listed as activators | 380,000 compounds, 1.1% hits | AID 624202, 2012; note: potency is the fitted concentration of half-maximal effect; nearly all actives have a fitted effect of over 80% in size; some results filed as inactive show a strong effect at the top dose
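Activators of BRCA1 expression were detected as increased firefly luciferase luminescence in engineered MCF7 cells after 48 h compound incubation. Signals were scaled to genistein 10 microM as full activation.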
Tb PFK inh: qHTS Assay to Find Inhibitors of T. brucei phosphofructokinase. ATP-dependent 6-phosphofructokinase (Trypanosoma brucei brucei), O15648. T. brucei PFK, ADP-Glo luminescence. Potency, µM (series often up to 57.5 µM), for inactives: at the top dose activity, negative = inhibition, actives largely listed as inhibitors. 330,000 compounds, 0.17% hits;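 note: potency is the fitted concentration of half-maximal effect; 0% = uninhibited 1x PFK enzyme wells and -100% = no-enzyme wells; nearly all actives have a fitted effect of over 60% in size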
Target sequence (O15648 whole entry, looked up): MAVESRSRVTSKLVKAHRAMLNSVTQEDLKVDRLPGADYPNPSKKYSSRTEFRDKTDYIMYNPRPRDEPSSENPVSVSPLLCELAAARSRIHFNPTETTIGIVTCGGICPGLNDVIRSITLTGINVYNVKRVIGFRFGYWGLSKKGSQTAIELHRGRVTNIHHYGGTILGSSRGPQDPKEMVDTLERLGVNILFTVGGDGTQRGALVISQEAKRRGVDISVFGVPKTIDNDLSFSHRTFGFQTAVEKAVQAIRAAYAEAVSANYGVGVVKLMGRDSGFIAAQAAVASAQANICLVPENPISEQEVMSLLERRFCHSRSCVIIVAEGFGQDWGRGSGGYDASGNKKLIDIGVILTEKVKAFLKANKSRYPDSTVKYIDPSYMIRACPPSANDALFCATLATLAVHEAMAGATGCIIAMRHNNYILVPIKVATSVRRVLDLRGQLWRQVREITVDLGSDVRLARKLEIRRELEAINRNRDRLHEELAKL
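PFK 1.25 nM, F6P 0.5 mM, ATP 0.1 mM, 0.1 M TEA pH 8.0, 5 mM MgCl2, 0.01% Tween20, 0.1% BSA; 45 min RT. ADP-Glo readout. qHTS titration up to 57 uM; curves fitted, compounds curve-classed.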
Rab9 prom act: qHTS Assay for Rab9 Promoter Activators; 320,000 compounds, 2.8% hits; Potency, µM (series often up to 9.22 µM), inactives show at the top dose activation, negative = inhibition, hits mostly activators; Huh7 Rab9 promoter-luciferase reporter, luminescence, 24 h; note: potency is the fitted concentration of half-maximal effect; % of control where 0% means no effect; nearly all actives have a fitted effect of over 60% in size
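Luciferase signal after 10 min detection reagent at ambient indicates Rab9 promoter upregulation; stably transfected Huh7 cells were treated 24 h with compound in DMSO at 37 °C, 5% CO2.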
FLuc modulator: qHTS profiling assay for firefly luciferase inhibitor/activator using purifed enzyme and Km concentrations of substrates (counterscreen for miR-21 project); Potency, µM (titrated, usually from 57.5 µM), without a hit: at the highest dose activity change, negative = inhibition, most hits filed as inhibitors; 360,000 compounds, 6.9% hits; purified FLuc, Km substrates, luminescence inhibition; Luciferin 4-monooxygenase (Photinus pyralis), P08659;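 note: potency is the fitted concentration of half-maximal effect; plate controls were vehicle for no effect and reference inhibitor for full effect; nearly all actives have a fitted effect of over 55% in size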
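Purified P. pyralis luciferase, 10 nM final, with Km-level 10 uM D-luciferin and 10 uM ATP in 50 mM Tris acetate pH 7.5, 10 mM Mg acetate, 0.01% Tween-20, 0.05% BSA; 6-point qHTS titration about 60 µM downward; luminescence read.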
Gal4-VP16 FLuc: VP16 counterscreen qHTS for inhibitors of ROR gamma transcriptional activity; Drosophila S2 Gal4-VP16 UAS-luciferase, luminescence, 20 h; Potency, µM (highest dose often 53.6 µM), for the others: at the top dose activity, negative = inhibition, hits mostly inhibitors; 310,000 compounds, 3.5% hits;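 note: Gal4-VP16 expression switched on by copper sulfate through the metallothionein promoter; potency is the fitted concentration of half-maximal effect; % is set by controls: 0 for no effect and ±100 for the full control effect; nearly all actives have a fitted effect of over 50% in size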
ELG1 repair inh: qHTS screen for small molecules that inhibit ELG1-dependent DNA repair in human embryonic kidney (HEK293T) cells expressing luciferase-tagged ELG1; HEK293T ELG1-luciferase reporter, luminescence, 16 h; DNA damage induced by 5-fluorouridine; Potency, µM (doses to about 46.1 µM), inactives show at the highest dose activity change, negative = inhibition, most hits filed as inhibitors; 330,000 compounds, 2.3% hits; AID 504467, 2011; note: potency is the fitted concentration of half-maximal effect; % is set by controls: 0 for no effect and ±100 for the full control effect; nearly all actives have a fitted effect of over 55% in size
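Luminescence from the luciferase reporter, measured 30 min after ONE-Glo reagent at room temperature, was the read-out. Beforehand, 2,000 cells per well were exposed for 16 hr at 37 °C to 5-fluorouridine together with compound or vehicle.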
TRPV1 agonist: HTS Assay for Compounds that Act as Agonists of the Vanilloid Receptor 1. TRPV1-expressing cells, Fluo-8 calcium influx, agonist mode. 320,000 compounds, 0.19% hits. activation, % at 8.33 µM. Transient receptor potential cation channel subfamily V member 1 (Homo sapiens), Q8NER1; in the data active = activation above about 80%; inconclusive = between about 30% and that limit; note: 0% is about no effect
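Cells expressing TRPV1 were dye-loaded with Fluo-8 and read kinetically: 10 s baseline, 3 min after compound (agonist portion), then 2 min after EC20 capsaicin (allosteric enhancer portion). Calcium-bound dye fluorescence at 480/520 nm.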
RORg inh: qHTS for inhibitors of ROR gamma transcriptional activity; Nuclear receptor ROR-gamma (Mus musculus), P51450; Drosophila S2 Gal4-RORgamma UAS-luciferase reporter, 20 h; Potency, µM (highest dose often 53.6 µM), without a hit: top-dose activity change, negative = inhibition, most hits filed as inhibitors; 310,000 compounds, 5.4% hits; AID 2551, 2010; note: potency is the fitted concentration of half-maximal effect; % is set by controls: 0 for no effect and ±100 for the full control effect; nearly all actives have a fitted effect of over 60% in size
Target sequence (P51450 whole entry, looked up, the tested form may be a part): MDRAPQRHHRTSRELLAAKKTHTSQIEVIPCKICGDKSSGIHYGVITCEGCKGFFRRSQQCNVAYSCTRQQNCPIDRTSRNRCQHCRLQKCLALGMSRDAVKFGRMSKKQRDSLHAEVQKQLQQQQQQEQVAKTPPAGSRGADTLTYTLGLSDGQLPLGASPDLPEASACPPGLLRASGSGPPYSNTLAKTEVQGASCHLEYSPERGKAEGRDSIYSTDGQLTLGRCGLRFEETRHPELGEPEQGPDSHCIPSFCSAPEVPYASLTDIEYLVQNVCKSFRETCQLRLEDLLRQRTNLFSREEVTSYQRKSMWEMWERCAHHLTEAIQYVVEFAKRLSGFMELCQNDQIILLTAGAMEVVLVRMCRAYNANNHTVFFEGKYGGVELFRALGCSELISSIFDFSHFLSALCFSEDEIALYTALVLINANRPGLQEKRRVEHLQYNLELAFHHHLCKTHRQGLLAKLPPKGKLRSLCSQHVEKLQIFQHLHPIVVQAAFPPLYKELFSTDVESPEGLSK
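Drosophila S2 cells stably expressing Gal4-DBD/mouse RORγ fusion under metallothionein promoter plus UAS-luciferase; compound 1 h, then 700 uM CuSO4 induction for 20 h at ambient temperature; inhibition read as reduced luminescence.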
NPC1 prom act: qHTS Assay for NPC1 Promoter Activators. Huh7 NPC1 promoter luciferase reporter, 24 h. Potency, µM (titrated, usually from 9.22 µM), for the others: top-dose activation, usual class: activators. 320,000 compounds, 2.4% hits;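 note: potency is the fitted concentration of half-maximal effect; % of control where 0% means no effect; nearly all actives have a fitted effect of over 60% in size; reporter is driven by a mutant NPC1 promoter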
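Compounds in DMSO were transferred onto Huh7 NPC1-luciferase reporter cells pre-incubated 2 h; after 24 h at 37 °C, Amplite reagent was dispensed and luminescence recorded 10 min later.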
ELG1 genotox: qHTS screen for small molecules that induce genotoxicity in human embryonic kidney (HEK293T) cells expressing luciferase-tagged ELG1 | Potency, µM (doses to about 46 µM), without a hit: top-dose activity change, positive = activation, actives largely listed as activators | HEK293T ELG1-luciferase reporter, luminescence, 16 h | 330,000 compounds, 1.3% hits; note: potency is the fitted concentration of half-maximal effect; % of control where 0% means no effect; nearly all actives have a fitted effect of over 60% in size
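Genotoxic stress is detected as increased luminescence from luciferase-tagged ELG1 in HEK293T cells, measured with ONE-Glo after a 16 hr treatment at 37 °C.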
p53 reactivation: qHTS assay for re-activators of p53 using a Luc reporter; Potency, µM (doses to about 92.2 µM), for inactives: at the highest dose activity change, positive = activation, hits mostly activators; H1299 p53-A138V BP100-luciferase reporter, luminescence, 24 h; AID 504706, 2011; 320,000 compounds, 0.063% hits; note: potency is the fitted concentration of half-maximal effect; % of control where 0% means no effect; nearly all actives have a fitted effect of over 45% in size
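H1299 (p53-null), stable ts p53-A138V + BP100-Luc; 1000 cells/well, Opti-MEM/10% FBS; cpd 4 pt, 1:5; 24 h, 37 deg C, 5% CO2; detection reagent 10 min RT; luminescence.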
* marks the source's active call; other numbers are inactive results; ? = inconclusive; . = no result given; & = joins results of further samples; [ ] = remark or other dose. Unless noted, calls come from the whole dose curve; as a rule, active = well fitted curve in the direction sought with a large enough effect; inconclusive = small, poorly fitted or top-dose-only effect, or another doubt; inactive = no such curve, though single readings can be large; an effect the other way counts as inactive or inconclusive.

1) CN1CCC(N(C)CC(=O)Nc2cccc(Oc3ccccc3)c2)CC1
2) O=C(NNC(=O)c1ccncc1)Nc1cccc([N+](=O)[O-])c1
3) Cc1nn(Cc2ccc([N+](=O)[O-])cc2)c(=O)n1-c1ccc(Cl)cc1
4) Cc1c(C)n(C)c2ccc(C(=O)NCCCN3CCCCC3)cc12
5) COc1ccc(C(=O)Cn2nnc(-c3ccc(N4CCOCC4)cc3)n2)cc1OC
6) Cc1ccc(C)c(CN2C(=O)CSc3ccc(C(=O)NCCN4CCOCC4)cc32)c1
7) COC(=O)CCCCCNC(=S)Nc1ccc2[nH]c(=O)[nH]c2c1
8) Cc1ccc(N2CC(C(=O)Nc3ccc(N(C)C)cc3)CC2=O)cc1C (centres undefined)
Screen / compound no.	1	2	3	4	5	6	7	8
BRCA1 expr act	0%	-2%	-13%	1%	-3%	-22%	20%	22%[1.84 µM]
Tb PFK inh	-7%	-6%	-4%	0%	1%	-1%	-2%	25%
Rab9 prom act	-3%	-1%	-2%	0%	3%	0%	-3%	-2%
FLuc modulator	2%	0%	-3%	1%&0%	8.5µM*	3%	-11%	?
Gal4-VP16 FLuc	0%	-17%	-5%	7%	6%	14%	2%	?
ELG1 repair inh	14%	6%	-18%	15%	?	7%	-3%	?
TRPV1 agonist	0	1	?	-2	29	-3	10	2
RORg inh	19%	2%	40%	-14%	34%	-12%	41%	-40%
NPC1 prom act	-2%	-1%	0%	1%	5%	19%	0%	0%
ELG1 genotox	-4%	-5%	-5%	4%	-6%	-6%	-3%	0%
p53 reactivation	1%	4%	-3%	-6%	25%	-3%	-2%	7%

Continued; the last 2 above are carried over.
7) COC(=O)CCCCCNC(=S)Nc1ccc2[nH]c(=O)[nH]c2c1
8) Cc1ccc(N2CC(C(=O)Nc3ccc(N(C)C)cc3)CC2=O)cc1C (centres undefined)
9) CC1CCCCN1CCn1cnc2c([nH]c3ccccc32)c1=O (centres undefined)
10) C=CCSc1nnc(CC(OC)OC)n1-c1ccccc1
11) Cc1ccn2cc(-c3ccc(O)c(O)c3)nc2c1
12) CCOc1ccccc1Nc1nnc(SCC(=O)Nc2nc(-c3ccc(OC)cc3)cs2)s1
13) CCOc1cc(/C=C2\N=C(SC(C)C(N)=O)N(c3ccc(OC(F)F)cc3)C2=O)ccc1O (centres undefined)
14) COCCN1C(=O)c2ccccc2C(C(=O)NCC2CCCO2)C1c1c[nH]c2ccccc12 (centres undefined)
15) Cc1ccccc1CCNC(=O)C1CCC(=O)N(CCc2cccc(F)c2)C1 (centres undefined)
16) CC1(C)Cc2c(sc(NC(=O)c3ccc(C(=O)c4ccccc4)cc3)c2C#N)C(C)(C)N1
Screen / compound no.	7	8	9	10	11	12	13	14	15	16
BRCA1 expr act	20%	22%[1.84 µM]	8%	-6%	-19%	5%	-9%	-12%	-6%	-24%
Tb PFK inh	-2%	25%	-2%	3%	10%	-3%	3%	-8%	5%	-3%
Rab9 prom act	-3%	-2%	13%	7%	17%	-8%	-8%	0%	0%	-1%
FLuc modulator	-11%	?	0%	0%	3µM*	-10%	3%	1%	0%	3%
Gal4-VP16 FLuc	2%	?	1%	-4%	13µM*	2%	?	2%	-17%	6%
ELG1 repair inh	-3%	?	30%	12%	?	-7%	?	-3%	?	?
TRPV1 agonist	10	2	0	-2	3	2	5	-2	13	-1
RORg inh	41%	-40%	-14%	-5%	-39%	-42%	0%	-27%[10 µM]	8%	-12%
NPC1 prom act	0%	0%	-1%	-5%	?	1%	-7%	0%	4%	-1%
ELG1 genotox	-3%	0%	8%	-6%	3.3µM*	-5%	-17%	-1%	2%	-5%
p53 reactivation	-2%	7%	?	-8%	?	1%	-10%	1%	.	5%

17) COc1cccc(OC)c1OCC(O)CN1CCN(c2ccc(F)cc2)CC1 (centres undefined)
18) CCN(CC)CCCNC(=O)CSc1nc(-c2ccc(F)cc2)cc(C(F)(F)F)n1
19) O=C(NCc1ccco1)c1ccccc1NS(=O)(=O)c1ccc(Br)s1
20) CNC(=O)NC(=O)CSc1nc2ccccc2n1CCOC
21) CCOc1cccc(-c2c(C(=O)N/N=C/c3cccnc3)nnn2-c2nonc2N)c1
22) Cc1ccc(C(=O)NCCCn2ccnc2)o1
23) C/C(=C\c1ccccc1)C(=O)Nc1cc(C)on1
24) COc1ccc(C)cc1NC(=O)n1ncc2c(C)cccc21
Screen / compound no.	17	18	19	20	21	22	23	24
BRCA1 expr act	3%	-22%	-42%	8%	4%	0%	?	16%
Tb PFK inh	3%	3%	-9%	4%	-20%	6%	-3%	1%
Rab9 prom act	-4%	-4%	-4%	4%	-2%	0%	?	28%
FLuc modulator	6%	-1%	-16%	2%	3%	-1%	15µM*	7.6µM*
Gal4-VP16 FLuc	1%	-10%	1%	-4%	-6%	1%	-2%	-18%
ELG1 repair inh	-21%	?	-27%	-3%	?	6%	?	8%
TRPV1 agonist	-3	1	1	0	-5	1	13	9
RORg inh	2%	?	?	22%	?	0%	-4%	5%
NPC1 prom act	1%	-6%	-1%	-3%	0%	0%	20%	25%
ELG1 genotox	-8%	-9%	3%	-1%	-1%	1%	?	3%
p53 reactivation	-8%	2%	-4%	14%	-4%	-6%	13%	-3%

25) Cc1cc(C)c(S(=O)(=O)Nc2ccc3c4c(cccc24)CC3)c(C)c1
26) COc1ccc(CCCc2nnc(SCC(=O)Nc3cc(C)ccc3C)o2)cc1
27) NNC(=O)c1cc(C2CC2)nc2ccc(Br)cc12
28) C=CCOn1c(=O)c(-c2ccc(OC)cc2)[n+]([O-])c2ccccc21
29) O=C(NCCNC(=O)c1cc(Cl)ccc1Cl)c1cnccn1
30) Nc1nnc(SCC(=O)OCC(=O)Nc2ccc(Br)cc2F)s1
31) COc1ccccc1N1CC(C(=O)Nc2nnc(SCC(=O)NCC3CCCO3)s2)CC1=O (centres undefined)
32) O=C(NCCc1ccccc1)C(=O)Nc1ccc2c(c1)OCCO2
Screen / compound no.	25	26	27	28	29	30	31	32
BRCA1 expr act	-79%	-2%	-52%	-1%	3%	-1%	20%	67%
Tb PFK inh	3%	2%	-5%	2%	3%	-3%	1%	-3%
Rab9 prom act	-26%	4%	-4%	7%	5%	2%	-8%	26%
FLuc modulator	-5%	-13%	-2%	-19%	-2%	-4%	3%	-6%
Gal4-VP16 FLuc	?	9%	-8%	3%	-13%	5%	-2%	3%[10 µM]
ELG1 repair inh	?	?	-16%	4%	-8%	2%	-14%	?
TRPV1 agonist	-4	10	-2	3	-4	11	0	2
RORg inh	11µM*	12%	-19%	-2%	-5%	11%	2%	4%
NPC1 prom act	-21%	0%	-4%	0%	2%	-1%	2%	30%
ELG1 genotox	-2%	3%	0%	-1%	-2%	1%	6%	?
p53 reactivation	-13%	0%	2%	5%	1%	2%	-6%	4%

33) CC(NC(=O)c1ccc(OC2CCN(S(=O)(=O)N(C)C)CC2)cc1)C1CC1 (centres undefined)
34) COc1ccc(C(=O)C2CCN(C(=S)NCC3CCCO3)CC2)cc1 (centres undefined)
35) COc1cccc(/C=C/C(=O)OCC(=O)NCCCc2ccccc2)c1OC
36) CC1CCCN(c2ccc(C(=O)NCc3cccs3)cn2)C1 (centres undefined)
Screen / compound no.	33	34	35	36
BRCA1 expr act	-6%	14%	-9%	10µM*
Tb PFK inh	-1%	-4%	0%	-11%
Rab9 prom act	2%	0%	.	?
FLuc modulator	-13%	4%	.	19µM*
Gal4-VP16 FLuc	17%	6%[10 µM]	.	5%
ELG1 repair inh	-1%	?	0%	?
TRPV1 agonist	-3	-1	.	?
RORg inh	2%	11%	.	?
NPC1 prom act	1%	-3%	.	?
ELG1 genotox	-2%	-14%	3%	?
p53 reactivation	3%	4%	2%	?
